Source: PubChem BioAssay
GPR151 ag – activators of human GPR151. Q8TDV0. PathHunter beta-arrestin GPR151 cells, luminescence. activation, % at 11.2 µM. hit rate 1% among 650,000. AID 1508602; in the data active = activation above about 4.9%;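 note: 0% = median of compound wells and 100% = cells with positive control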
Target sequence (Q8TDV0 whole entry, looked up): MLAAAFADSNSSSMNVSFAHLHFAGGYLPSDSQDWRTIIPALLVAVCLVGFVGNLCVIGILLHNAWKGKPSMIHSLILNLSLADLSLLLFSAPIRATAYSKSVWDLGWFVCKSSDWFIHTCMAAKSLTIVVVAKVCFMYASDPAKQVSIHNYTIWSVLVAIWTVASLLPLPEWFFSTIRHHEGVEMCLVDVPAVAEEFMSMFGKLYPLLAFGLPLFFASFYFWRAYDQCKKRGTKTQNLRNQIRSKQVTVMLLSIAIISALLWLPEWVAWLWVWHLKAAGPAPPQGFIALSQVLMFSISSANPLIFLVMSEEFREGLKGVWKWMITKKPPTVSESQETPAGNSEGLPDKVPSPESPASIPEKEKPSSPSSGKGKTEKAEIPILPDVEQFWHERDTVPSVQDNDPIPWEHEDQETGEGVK
MITF primary – inhibitors of human MITF | O75030 | AlphaScreen MITF homodimerization, bead proximity signal | inhibition, % at 2.6 µM | hit rate 0.91% among 650,000 | AID 1259374; in the data active = inhibition above about 50%;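 note: 0% = vehicle wells with protein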
Target sequence (O75030 whole entry, looked up): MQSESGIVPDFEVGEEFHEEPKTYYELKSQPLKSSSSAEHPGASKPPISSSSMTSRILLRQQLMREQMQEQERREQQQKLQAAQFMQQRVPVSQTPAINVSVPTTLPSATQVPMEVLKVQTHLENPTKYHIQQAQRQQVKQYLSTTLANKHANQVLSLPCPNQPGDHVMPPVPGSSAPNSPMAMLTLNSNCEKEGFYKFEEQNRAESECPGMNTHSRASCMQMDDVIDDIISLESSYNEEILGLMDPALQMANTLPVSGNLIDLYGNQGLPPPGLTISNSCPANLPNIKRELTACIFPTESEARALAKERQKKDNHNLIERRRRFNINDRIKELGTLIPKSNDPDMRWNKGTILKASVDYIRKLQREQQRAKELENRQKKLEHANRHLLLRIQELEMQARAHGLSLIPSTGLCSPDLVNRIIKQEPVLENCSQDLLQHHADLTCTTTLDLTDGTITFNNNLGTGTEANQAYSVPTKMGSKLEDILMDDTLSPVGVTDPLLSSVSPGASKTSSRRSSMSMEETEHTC
TEAD-YAP block – TEAD-YAP interaction inhibition | HEK-TIYL cells, TEAD-Gal4/YAP UAS-luciferase luminescence | hit rate 1.4% among 640,000 | inhibition, % at 9.12 µM; in the data active = inhibition above about 32%;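 note: 0% = median of test compound wells and 100% = reference inhibitor wells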
FBW7 activator – human FBW7 E3 ligase activation, primary screen | Q969H0 | AlphaScreen FBW7–phospho-cyclin E peptide binding, activator screen | normalized activity (activation), % at 26.1 µM | hit rate 0.13% among 650,000 | AID 1259310; in the data active = normalized activity above about 1.9%;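 note: purified mutant Fbw7 with reduced substrate affinity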
* hit, by the source's call; / = no result given; & = joins results of further samples.

Structure	GPR151 ag	MITF primary	TEAD-YAP block	FBW7 activator
CCOc1ccc(N=c2scc(-c3ccc(F)cc3)n2CCCO)cc1	-1.4	31.3	-3.9	-0.1
COc1cc(OC)cc(C(=O)NCc2ccco2)c1	0.7	0.2	-1.7	-0.2
Cn1c(=O)c2c(n(Cc3ccccc3)c1=O)NC1=C(C(=O)OC1)C2c1ccccc1 (stereo unspecified)	-1.2	14.1	6.5	0.0
N#Cc1c(NC(=O)CN2C(=O)C3CC=C(Cl)CC3C2=O)sc2c1CCC2 (stereo unspecified)	1.6	-13.9	5.8	0.0
O=C(O)c1ccc2c(c1)C(=O)N(c1ccccc1C(F)(F)F)C2=O	-1.3	-0.3	-19.9	0.0
Cc1ccc(CNC(=O)c2cnc3c(c(C)nn3-c3ccc(F)cc3)c2Cl)cc1	0.1	-14.6	0.9	-0.2
O=[N+]([O-])c1ccc(N/N=C/C=C/c2ccccc2O)cc1	-0.7	9.9	-93.4	0.1
COc1ccc2c(c1OC)C(=O)OC2Nc1nccs1 (stereo unspecified)	0.1	8.5	0.9	0.4
CCOC(=O)c1sc2nc(SCC(=O)N(C)Cc3ccccc3)n(CCc3ccc(OC)c(OC)c3)c(=O)c2c1C	-0.7	-6.5	-0.3	0.1
COc1ccc(CCNC(=O)c2sc3nc(C)n(C)c(=O)c3c2C)cc1OC	0.1	-6.4	-7.0	-0.1
COc1cc(CN2CCN(Cc3cccnc3)CC2)cc(OC)c1OC	-1.6	80.7*	-0.2	0.4
CCOc1cc(C2NC(=O)c3c(sc4c3CCN(C)C4)N2)ccc1OC(=O)c1ccc(Br)cc1 (stereo unspecified)	4.5	7.2	3.9	0.4
CC1=C(N2CCCCC2)C(=O)CC(C)(C)C1	-0.5	4.3	7.8	-0.1
O=C(CSc1nnc(NC(=O)c2cccc(F)c2)s1)Nc1ccccc1	0.0	15.8	-12.1	0.2
CCCCCC(=O)Nc1cccc(-c2nc3ncccc3o2)c1	-0.2	-2.2	0.4	0.1
Cc1cc(C2=NNC(=NCC3CCCO3)SC2)c(C)n1Cc1ccco1 (stereo unspecified)	-0.8	12.3	-43.7	0.7
CCOC(=O)c1ccc(NC(=S)Nc2ccc(S(=O)(=O)N3CCCC3)cc2)cc1	-0.5	0.5	-5.8	0.0
CCOC(=O)CCSCC(=O)Nc1nccs1	-1.0	-3.8	5.9	0.2
O=C(CSc1nc(NCc2ccccc2)c2ccccc2n1)Nc1cccc(C(F)(F)F)c1	0.7	6.9	0.8	0.1
O=C(OCc1nc2ccccc2s1)c1ccc(C(=O)c2ccccc2)cc1	-0.7	3.4	4.4	-0.1
Cc1ccccc1C1(CC(=O)N2CCCCC2)CC(=O)N(Cc2ccncc2)C1=O (stereo unspecified)	-0.6	-6.0	6.8	0.0
CCCCCCCC/C=C\CCCCCCCCCCCC(=O)O	2.0	4.7	/	/
COc1ccccc1S(=O)(=O)Cc1ccc(C(=O)NCC(OC)OC)o1	0.1	17.2	-7.2	0.1
CCC(=O)Nc1cccc(-c2nc3cc(C)ccc3o2)c1	-3.9	14.4	-9.6	1.1
O=C(NCCN1CCOCC1)c1ccc(N2CCc3ccccc32)c([N+](=O)[O-])c1	0.0	11.2	9.0	-0.3
Cn1c(CNC(=O)OC(C)(C)C)n[nH]c1=S	-0.1	4.7	-8.0	-0.1
CC(C)(C)c1cc(-c2nc(-c3ccccc3)c(-c3ccc(C(=O)c4ccc(F)cc4)cc3)[nH]2)cc(C(C)(C)C)c1O	0.1&-2.1	-16.7&5.3	4.8&11.3	0.1&0.1
CCOc1ccccc1NC(=O)C(C)Oc1cccc(Cl)c1 (stereo unspecified)	1.6	2.9	-10.5	-0.1
O=C(OC1C(OC(=O)c2cccnc2)C(OC(=O)c2cccnc2)C(OC(=O)c2cccnc2)C(OC(=O)c2cccnc2)C1OC(=O)c1cccnc1)c1cccnc1 (stereo unspecified)	1.0	-0.5	-9.5	-0.1
Cc1ccc(S(=O)(=O)N(CC(=O)N2CCOCC2)c2cc(Cl)cc(Cl)c2)cc1	0.5	-22.4	4.8	-0.1
CCOc1ccc(NC(=O)CSc2nc3[nH]ncc3c(=O)n2-c2ccc(Cl)cc2Cl)cc1	1.5	-1.9	19.1	-0.2
CC(=O)NC(=S)Nc1cccc(C)c1	-1.2	13.3	1.7	0.4
Cc1nnc(NC(=O)CSc2cn(CCNC(=O)c3ccc(F)cc3)c3ccccc23)s1	-0.1	18.8	-4.8	0.1
COc1cccc(C2CC(c3cccc(Br)c3)n3nc(N)nc3N2)c1 (stereo unspecified)	0.2	4.6	-3.2	0.0
Cc1cc(Nc2ncc(Cl)cc2Cl)n[nH]1	-2.4	6.8	-3.8	0.1
COc1ccc2[nH]cc(CCN3C(=O)CCC3=O)c2c1	0.0	9.8	-0.6	-0.1
Cc1nn(C)cc1C(=O)N1CCc2ccccc2C1	1.8	-2.6	-5.8	0.1
Cc1sc(NC(=O)Cc2ccccc2[N+](=O)[O-])nc1-c1ccccc1	-1.2	11.2	8.1	-0.2
CCOC(=O)C1=C(CN2CCC3(CC2)OCCO3)NC(=O)NC1c1ccccc1 (stereo unspecified)	0.9	-10.8	-1.2	0.1
CCC(C)C(NS(=O)(=O)c1ccc(C)cc1)C(=O)NCCCN1CCOCC1 (stereo unspecified)	0.6	9.9	6.5	0.1
COc1ccc2c(c1)COC1(CCN(C(=O)CCCC(=O)O)CC1)O2	2.1	-20.7	6.6	0.1
COc1ccccc1OCCOc1ccc(/C=c2\sc3nc4ccccc4n3c2=O)cc1OC	-0.3	-2.1	3.8	-0.2
COCc1c(C(=O)N/N=C\c2cccs2)nnn1-c1nonc1N	2.0	6.2	-2.8	0.0
Cc1cc(=O)[nH]c(N/N=C/c2cc(Br)ccc2O)n1	-1.6	64.8*	7.4	0.1
COc1ccc(NC(=O)CCc2nc3cccnc3n2Cc2cccs2)c(OC)c1	-0.1	1.7	-1.9	0.0
N#CC1=C(N)Oc2ccc3ccccc3c2C1c1cccc(F)c1 (stereo unspecified)	-1.7	0.8	55.7*	0.0
Nc1cccc(-c2nc(N)c3ncn(CCN4CCCC4=O)c3n2)c1	3.0	10.3	-2.9	-0.1
Cc1cc(Nc2ccc3c(c2)OCO3)nc(Nc2ccc3ncccc3c2)n1	4.5	10.3	8.7	-0.1
Cc1nnc(N2C(=O)CSC2c2ccccc2)s1 (stereo unspecified)	-1.5	-9.7	3.8	-0.2
O=C(Nc1cnc(-c2cccnc2)nc1)C1CC1	0.6	4.2	-3.6	0.3
O=[N+]([O-])c1ccc(N2CCN(CCOCCO)CC2)c([N+](=O)[O-])c1	-1.0	56.1*	-1.9	0.4
FC(F)(F)c1cccc(OCCOCCNCCN2CCOCC2)c1	1.9	49.0	-9.5	-0.1
COc1ccc(/C=C/C(=O)N2CCc3cc(OC)c(OC)cc3C2COc2ccc([N+](=O)[O-])cc2)cc1OC (stereo unspecified)	-0.7	8.1	17.2	-0.2
CC(=O)O[C@H]1C[C@@]2(C)[C@@H](C[C@@H](O)C3[C@]2(C)CC[C@H]2[C@H](C)[C@H](O)CC[C@]32C)/C1=C(/CCC=C(C)C)C(=O)O (stereo partly specified)	1.7&-0.3	-7.2&-2.2	-0.7&6.6	0.5&-0.1
COC(=O)c1c[nH]n2c(NC3CCC(C)CC3)c(-c3ccc(OC(C)C)c(OC)c3)nc12 (stereo unspecified)	-1.2	4.3	-16.5	0.0
CC1CCCCC1NC(=O)c1cc(S(=O)(=O)N2CCC3(CC2)OCCO3)ccc1F (stereo unspecified)	-1.4	-28.5	6.9	0.0
COc1ccccc1N1CCN(C2CCCN(Cc3ccon3)C2)CC1 (stereo unspecified)	2.8	10.4	-10.4	0.1
Fc1ccccc1C(c1nnnn1Cc1ccco1)N1CCN(Cc2ccccc2)CC1 (stereo unspecified)	-0.3	30.5	8.7	0.1
CC(=O)Nc1ccc(NC(=O)c2csc(N3CCN(c4ccccn4)CC3)n2)cc1	-1.4	7.7	26.4	0.2
CCOc1cc(C)c(Cl)cc1S(=O)(=O)N1CC(C)OC(C)C1 (stereo unspecified)	3.1	14.1	5.6	-0.1

Rewritten field by field: part of the list above
Molecule: CC1CCCCC1NC(=O)c1cc(S(=O)(=O)N2CCC3(CC2)OCCO3)ccc1F (stereo unspecified)
  GPR151 ag = -1.4 | MITF primary = -28.5 | TEAD-YAP block = 6.9 | FBW7 activator = 0.0
Molecule: COc1ccccc1N1CCN(C2CCCN(Cc3ccon3)C2)CC1 (stereo unspecified)
  GPR151 ag = 2.8 | MITF primary = 10.4 | TEAD-YAP block = -10.4 | FBW7 activator = 0.1

Other compounds follow:
Structure	GPR151 ag	MITF primary	TEAD-YAP block	FBW7 activator
COC(=O)c1c(NC(=O)C2CC(=O)NN2Cc2ccccc2)sc2c1CCC(C)C2 (stereo unspecified)	-0.4	-2.7	-10.9	-0.3
COc1ccc(C2CC(C(F)(F)F)n3nc(C(=O)Nc4ccc(F)c(Cl)c4)c(Cl)c3N2)cc1 (stereo unspecified)	-0.9	3.8	4.2	0.1
COc1ccc(C(=O)Nc2nn[nH]n2)c(OC)c1	2.7	0.6	2.5	-0.2
COc1ccc(OC)c(CN2CCN(Cc3cc(OC)c(OC)cc3[N+](=O)[O-])CC2)c1	0.3	72.0*	3.8	-0.2
COC(=O)c1c(NC(NC(=O)c2ccccc2F)(C(F)(F)F)C(F)(F)F)sc2c1CCCC2	3.5	1.9	20.5	-0.1
CC(C)(C)c1cc(CO)c(O)c(C(C)(C)C)c1	0.7	-8.6	-8.7	-0.2
C=CCN1CCN(C(c2ccc(OC)cc2)c2nnnn2CCOC)CC1 (stereo unspecified)	-0.7	8.6	3.1	0.3
CC(C)Oc1ccc2ccccc2c1/C=C/[N+](=O)[O-]	0.0	-9.1	35.6*	-0.1
CCC(=O)Nc1sc2c(c1C(=O)Nc1ccccc1)CCCCC2	-0.5	-6.4	-19.0	-0.4
CCOC(=O)c1ccc(NC(=O)CC(CC(=O)O)c2ccccc2)cc1 (stereo unspecified)	1.3	12.5	-4.2	0.1
O=C(COc1ccc(Cl)cc1)Nc1ncc(S(=O)(=O)c2ccc([N+](=O)[O-])cc2)s1	-1.2	16.4	6.6	0.2
COc1ccc(S(=O)(=O)Oc2ccc(/C=C3\SC(=S)NC3=O)cc2)cc1	0.0	3.5	26.6	-0.5

An excerpt from above, reduced to TEAD-YAP block.
Compound,TEAD-YAP block
CC(C)Oc1ccc2ccccc2c1/C=C/[N+](=O)[O-],35.6*
CCC(=O)Nc1sc2c(c1C(=O)Nc1ccccc1)CCCCC2,-19.0

Next part.
Structure	GPR151 ag	MITF primary	TEAD-YAP block	FBW7 activator
CCN(C(=O)Cn1ncc2c1-c1cc(C)ccc1OC2)c1ccccc1F	0.2	-1.4	-15.0	-0.4
Cn1cc(-c2cscc2-c2ccnc(Nc3ccc(N4CCOCC4)cc3)c2)cn1	2.8	-0.5	31.4	-0.5
COc1ccc2oc(C(F)(F)C(F)(F)F)cc(=O)c2c1	-0.1	20.7	2.1	0.4
CN(C)S(=O)(=O)N1CCCC(CNC(=O)c2ccc(-c3ccccc3)cc2)C1 (stereo unspecified)	-0.1	14.1	-3.4	0.1
CS(=O)(=O)N(CC(=O)Nc1ccc(Cl)c(Cl)c1)c1ccccc1F	3.2	-0.5	11.9	0.0
Cc1occc1C(=O)NNC(=O)C(C)(C)C	-0.9	14.5	6.7	0.6
CCOC(=O)C1CCCN(C(=O)CCC2(Cc3ccc4c(c3)OCO4)CCC(=O)N2)C1 (stereo unspecified)	-0.9	3.0	-1.5	-0.1
N#CCOc1ccc2cc(-c3ccccc3)c(=O)oc2c1	0.6	6.7	-56.7	0.1
O=C(NCc1nc2ccccc2[nH]1)c1ccc2nc(-c3ccccc3)sc2c1	-1.4	3.6	-30.0	0.0
O=C(CN(Cc1ccc2c(c1)OCO2)C(=O)c1cnsn1)NC1CCCC1	0.1	11.4	6.0	0.1
CC(/C=N/NC(=O)CNC(=O)c1ccccc1Br)=C\c1ccccc1	-1.3	-9.3	-8.9	-0.1
CC(C)c1cc(C(=O)N/N=C/c2ccco2)n[nH]1	-2.3	-7.6	-25.9	0.0
Cc1nc(SCC(=O)N(C)CCC#N)c2c(-c3cccs3)csc2n1	-1.3	10.8	-9.2	0.5
O/N=C(\Cc1ncc[nH]1)c1ccccc1	2.2	4.4	3.9	-0.1
COc1cc(C2C(=O)N(C3CCCCCC3)CC(=O)N2C2CCCCCCC2)ccc1OC(C)C (stereo unspecified)	0.8	-3.9	-2.0	-0.1
